CHT PAM = allosteric activators of human choline transporter CHT; Q9GZV3; CHT-expressing cells, membrane potential dye, choline EC20; active compounds read high; LV-AA mutant CHT in HEK293 cells; B-score at 10 µM; actives 0.49% (n = 310,000); AID 488977;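 active means initial fluorescence not abnormally high and integrated response B-score, plate-corrected, over 3 SD above library mean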
Target sequence (Q9GZV3 whole entry, looked up): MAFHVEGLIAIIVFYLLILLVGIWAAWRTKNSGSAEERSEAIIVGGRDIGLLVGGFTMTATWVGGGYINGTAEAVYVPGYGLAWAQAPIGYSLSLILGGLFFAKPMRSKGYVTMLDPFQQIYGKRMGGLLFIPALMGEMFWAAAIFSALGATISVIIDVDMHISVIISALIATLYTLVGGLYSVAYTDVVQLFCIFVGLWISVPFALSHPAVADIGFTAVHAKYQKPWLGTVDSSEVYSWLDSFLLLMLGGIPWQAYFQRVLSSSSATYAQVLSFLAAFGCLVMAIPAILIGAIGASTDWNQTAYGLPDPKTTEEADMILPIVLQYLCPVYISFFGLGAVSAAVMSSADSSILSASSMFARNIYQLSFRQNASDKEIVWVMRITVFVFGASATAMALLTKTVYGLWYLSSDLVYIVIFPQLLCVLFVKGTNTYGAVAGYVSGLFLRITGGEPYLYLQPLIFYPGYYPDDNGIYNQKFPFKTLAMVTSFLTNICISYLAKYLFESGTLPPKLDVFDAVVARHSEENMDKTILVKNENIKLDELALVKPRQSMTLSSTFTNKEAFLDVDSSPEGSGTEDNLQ
OX1R antag-1 = blocks the human orexin 1 receptor. AID 434989. actives 0.43% (n = 330,000). O43613. inhibition, % at 5 µM. CHO/OX1R cells, Fluo-8 calcium fluorescence, orexin A;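 active means inhibition above its plate's threshold, mean inhibition of all tested compounds on the plate plus 3 SD, cut at about 37% in these data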;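 further: 0% = orexin A challenge wells and 100% = SB-334867-A antagonist wells; not every result past the cut was called active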
Target sequence (O43613 whole entry, looked up): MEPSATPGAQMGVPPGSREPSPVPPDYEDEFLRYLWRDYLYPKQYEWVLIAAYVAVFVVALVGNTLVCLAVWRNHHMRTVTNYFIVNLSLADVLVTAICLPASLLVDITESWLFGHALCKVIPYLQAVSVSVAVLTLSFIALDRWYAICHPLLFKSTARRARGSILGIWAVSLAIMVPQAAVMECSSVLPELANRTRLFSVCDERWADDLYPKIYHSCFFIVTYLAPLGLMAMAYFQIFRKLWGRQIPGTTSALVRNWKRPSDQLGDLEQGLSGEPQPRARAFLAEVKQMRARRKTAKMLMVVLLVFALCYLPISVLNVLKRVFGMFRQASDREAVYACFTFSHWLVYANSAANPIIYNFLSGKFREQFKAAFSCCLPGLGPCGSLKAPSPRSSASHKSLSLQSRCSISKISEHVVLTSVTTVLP
OX1R antag-2 = OX1R (human) antagonism; O43613; AID 485270; inhibition, % at 6.6 µM; actives 1.8% (n = 330,000); OX1R-expressing cells, FRET antagonist read-out; in the data active means inhibition mostly above about 38%, no sharp cut-off; inactive means mostly below about 40%;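 further: 0% = agonist challenge alone and 100% = reference antagonist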
Starred values were filed as active, the others as inactive; i = inactive; nt = not tested or not shown. Random draw from the library; any-hit rate near 2.5%.

no. | SMILES | CHT PAM | OX1R antag-1 | OX1R antag-2
1 | O=C(O)c1cnc(-c2ccccc2)nc1Oc1ccccc1 | i | 0 | 18
2 | NNC(=O)CS(=O)(=O)c1ccc(Cl)cc1 | i | 7 | 4
3 | O=C(Nc1cccc(F)c1)c1ccc(CSc2ccccc2)o1 | i | 0 | 32
4 | Cc1ccc(CSc2nnc(C)c(=O)[nH]2)cc1 | i | -26 | 9
5 | CCOC(=O)C1CCN(C(=O)COC(=O)c2c(C)c(CC)nc3ccccc23)CC1 | nt | -24 | -5
6 | CCSc1nnc(NC(=O)C2CC=CCC2C(=O)O)s1 (centres undefined) | i | -11 | -5
7 | Cc1ccc2c(c1)N(C(=O)CCC(=O)N1CCC(C(N)=O)CC1)CCO2 | i | 6 | 13
8 | O=C(O)C[C@H]1c2ccccc2S(=O)(=O)N1C1CCCC1 | i | -8 | 7
9 | NC(=O)Cn1c(S(=O)(=O)Cc2ccccc2)nc2ccccc21 | i | -9 | 11
10 | O=C(c1cccc(S(=O)(=O)NCCOc2ccccc2)c1)N1CCN(c2ncccn2)CC1 | i | -14 | 11
11 | Cc1oc(-c2ccccc2)nc1C(=O)OCC(=O)NC(=O)NCC(C)C | i | -18 | 23
12 | O=C1CC(N2CCC(C(=O)N3CCCCC3)CC2)C(=O)N1 (centres undefined) | i | -8 | 22
13 | CCNc1ccc(S(=O)(=O)N(C)C)cc1NCC(=O)Nc1ccccc1F | i | -7 | 16
14 | Cc1ccc(S(=O)(=O)N2CCN(C(=O)c3cc(S(=O)(=O)N(C)C)ccc3N3CCCC3)CC2)cc1 | i | -18 | 8
15 | CN(Cc1ccccc1)C(=O)COC(=O)c1cc(=O)c2ccccc2o1 | nt | -21 | 9
16 | O=C(c1cccc(F)c1)N(Cc1nc2ccccc2c(=O)[nH]1)C1CCCC1 | i | -26 | 5
17 | CC(=O)c1csc(Nc2ccccc2Cl)n1 | i | 4 | -3
18 | COc1ccc(-c2nc(CS(=O)(=O)CC(=O)Nc3ccc(Cl)cc3)c(C)o2)cc1 | i | -26 | 8
19 | COC(=O)c1ccccc1NC(=O)CSc1ccccn1 | i | -3 | 14
20 | N#CCC(=O)N/N=C1\CCCCC1C1CCCCC1 (centres undefined) | i | -6 | 9
21 | COc1ccc(C(CC(=O)NCc2ccco2)c2ccc(F)cc2)cc1 (centres undefined) | i | -4 | 13
22 | CCc1ccc(-c2cc(C)no2)cc1S(=O)(=O)N1CCOc2ccc(C)cc21 | i | -3 | 29
23 | CCOC(=O)C1CCCN(c2ccc(NC(=O)c3snc4c(=O)[nH]c(C)nc34)cc2)C1 (centres undefined) | i | 6 | 4
24 | Cc1ncoc1C(=O)N1CCCC(CCC(=O)NCc2ccccc2F)C1 (centres undefined) | i | -2 | 8
25 | O=[N+]([O-])c1ccc(Oc2ccc(F)cc2Br)c2ccncc12 | i | -36 | 31
26 | CC(C)OC(=O)CSc1nc2cccnc2n1-c1ccc(F)cc1 | i | -32 | 17
27 | COc1ccc(N(CC(=O)NCCSCc2cccc(Cl)c2)S(C)(=O)=O)cc1Cl | i | -17 | 15
28 | CC(C)NC(=O)N1CCC(c2nc3ccccc3s2)CC1 | i | -20 | 7
29 | COc1cc(NC(=O)COC(=O)/C=C/c2c(C)nn(-c3ccc(F)cc3)c2Cl)cc(OC)c1 | i | -9 | 11
30 | O=C(NCC1CCCCC1)c1cc(S(=O)(=O)N2CCCCC2)ccc1Cl | nt | -20 | 1

Structures shown so far containing a furan ring, fused or not, in the order listed:
no. | SMILES | CHT PAM | OX1R antag-1 | OX1R antag-2
3 | O=C(Nc1cccc(F)c1)c1ccc(CSc2ccccc2)o1 | i | 0 | 32
21 | COc1ccc(C(CC(=O)NCc2ccco2)c2ccc(F)cc2)cc1 (centres undefined) | i | -4 | 13

Continuation:
no. | SMILES | CHT PAM | OX1R antag-1 | OX1R antag-2
31 | O=C(NCCC1CCCCN1S(=O)(=O)c1cccs1)C(=O)Nc1ccccc1F (centres undefined) | i | -36 | 12
32 | C=CCn1cccc(C(=O)Nc2ccc(OC)c(OC)c2)c1=O | i | -2 | 10
33 | Cc1c(CC(=O)NCCCC(=O)O)c(=O)oc2cc3occ(-c4ccccc4)c3cc12 | i | -4 | -8
34 | CC1CCN(C(=O)CN2c3cccc4cccc(c34)S2(=O)=O)CC1 | nt | -8 | 23
35 | O=C(CCCn1c(=O)oc2ccccc21)Nc1cccnc1 | i | -10 | 13
36 | COc1cccc(C2=CC(=O)C[C@H](c3ccc(Cl)cc3)C2)c1 | nt | -22 | 2
37 | CCOC(=O)N1CCC2(CC1)CC(=O)c1c(ccc3oc(C(=O)O)c(C)c13)O2 | i | -4 | 12
38 | CC[C@H]1C/C=C\Cc2ccccc2[C@@H](C(=O)C[C@@H](O)CC(C)=O)OC1=O | nt | 3 | 12
39 | CC1(NC(=O)Nc2cc([N+](=O)[O-])ccc2O)CCS(=O)(=O)C1 (centres undefined) | nt | 9 | 20
40 | CCCNS(=O)(=O)c1ccc(Oc2ncc(C(F)(F)F)cc2Cl)cc1 | i | -11 | 12
41 | O=C(NCc1cccnc1)c1cccc(NS(=O)(=O)c2ccc(Br)cc2)c1 | i | -6 | 15
42 | COc1ccccc1C1=Nn2c(COc3ccccc3)nnc2SC1 | i | -12 | 6
43 | COCCOC1CCN(C(=O)c2ccc(OC)c(OC3CCN(C(C)C)CC3)c2)CC1 | i | -1 | -6
44 | O=C(Nc1ccc(Nc2ccccc2)cc1)C(Cl)(Cl)Cl | i | 13 | 10
45 | COc1ccc(OC)c(C=Nc2ccccc2-c2nc3ccccc3[nH]2)c1 | i | -15 | 23
46 | CCOC(=O)c1c(C)[nH]c(C)c1C(=O)CSc1ncccn1 | i | -9 | 23
47 | NS(=O)(=O)c1ccc(CNS(=O)(=O)c2cccc3nonc23)cc1 | i | 7 | 32
48 | COC(=O)c1sc(=S)n(-c2ccc(Cl)cc2)c1C | i | -12 | 27
49 | O=C(NNC(=O)c1ccc2c(c1)OCO2)NC1CCCCC1 | i | -15 | 2
50 | COc1cc(-c2ccc3c(=O)c4ccccc4sc3c2)cc(OC)c1OC | nt | 30 | 20
51 | CC(C)CN(C(=O)c1ccc(N2CCCC2=O)cc1)C1CCS(=O)(=O)C1 (centres undefined) | i | -7 | 12
52 | CCCC1(C(=O)OCC)NC(c2ccc(N(C)C)cc2)C2C(=O)N(c3ccc4c(c3)OCCO4)C(=O)C21 (centres undefined) | i | -20 | 24
53 | Oc1c(Br)cc(Br)cc1CNc1cccc2cccnc12 | i | 5 | 29*
54 | CN(CC(=O)Nc1ccc(F)cc1)C(=O)COC(=O)CNC(=O)c1ccc(Cl)cc1Cl | i | -13 | 4
55 | O=[N+]([O-])c1cc(S(=O)(=O)Nc2ccccc2)ccc1NCc1cccnc1 | i | -6 | 14
56 | CCC(C)NC(=O)CCCCCn1c(=O)[nH]c2cc(OC)c(OC)cc2c1=O (centres undefined) | i | -13 | 8
57 | C=CCOC(=O)C1=C(C)NC(=O)NC1c1ccc(Cl)cc1 (centres undefined) | i | -11 | 9
58 | O=C1/C(=C/c2ccccc2)SC(=S)N1C1CCS(=O)(=O)C1 (centres undefined) | i | -4 | 8
59 | Cc1ccc(-n2c(SCC(=O)O)nc3sc4c(c3c2=O)C(C)CCC4)cc1 (centres undefined) | i | -15 | 20
60 | COc1ccccc1N(C)S(=O)(=O)c1ccc(C(=O)NCC2CCCCC2)cc1 | nt | 1 | 6
61 | COc1ccc(OCC(=O)OCCNC(=O)c2cccnc2)cc1 | i | 0 | 5
62 | CCOC(=O)C1=C(CSc2nc3c(cc2C#N)CN(C)CC3)OC(N)=C(C#N)C1c1ccc(Cl)cc1 (centres undefined) | i | -30 | 32
63 | Cc1ccc(-n2ncc(C(=O)NCC3CCN(C4CCCC4)C3)c2C2CCN(C(=O)OC(C)(C)C)CC2)cc1 (centres undefined) | i | -34 | 5
64 | Brc1ccc2ncnc(Nc3cccc4ccccc34)c2c1 | i | -33 | 16
65 | O=C(Oc1ccc(C(=S)N2CCOCC2)cc1Br)c1cc(Cl)ccc1Cl | i | -2 | 3
66 | CCN1C(=O)[C@@H]2[C@@H](c3ccc(-c4ccc(OC)cc4)c(OC)c3)N3CCCC[C@@]3(C(=O)OC)[C@@H]2C1=O | i | -19 | 9
67 | Cc1ccc(NC(=O)c2ccc(OC(F)F)cc2)cc1S(=O)(=O)N(C)C | i | -21 | 7
68 | OC(COC(c1ccc(F)cc1)c1ccc(F)cc1)CN1CCCC(C(F)(F)F)C1 (centres undefined) | i | -30 | 14
69 | Cc1ccc(NCC(=O)N/N=C/c2cc(O)ccc2[N+](=O)[O-])cc1 | i | -14 | 33
70 | CCN(CC)c1ccc(/C=N/NC(=O)c2c(Cl)c(C)nn2C)cc1 | i | -2 | 57
71 | CCn1c2ccccc2c2cc(CN3CCN(C(=O)c4ccco4)CC3)ccc21 | i | -13 | 22
72 | O=C(CCC(=O)c1ccc(F)cc1)NCC1(N2CCCCC2)CCCCC1 | nt | -16 | 3
73 | O=C(Nc1ccccc1)c1sc(N2CCOCC2)nc1-c1ccccc1 | i | -2 | 23
74 | COc1cccc(C(=O)Nc2nc(-c3ccc(S(=O)(=O)N4CCOCC4)cc3)cs2)c1 | i | -15 | 29
75 | COc1ccc(C(=O)NCCn2ccc3ccccc32)cc1 | i | -7 | 6
76 | Cc1ccc(NC(=O)c2ccc(NC(=O)c3ccccc3)cc2)cc1C | i | -26 | 28
77 | Cc1ccc(/C=N/NC(=O)CSc2ccccn2)o1 | i | -17 | 20
78 | COc1cc(C(=O)N2CCC(NC(=O)C(Cc3ccccc3)NC(C)=O)CC2)cc(OC)c1OC (centres undefined) | i | -8 | 1
79 | Cc1ccc2nc(NC(=O)c3ccc(OCC4CCCO4)cc3)sc2c1 (centres undefined) | i | -17 | 11
80 | CCOC(=O)c1cc2occc2n1CC(=O)NC1CCCCC1C (centres undefined) | i | 0 | 33
81 | CN(C(=O)c1ccc([N+](=O)[O-])cc1)c1ccccc1C(=O)NCc1ccccc1 | i | -14 | 29
82 | O=S(=O)(Nc1cc(C(F)(F)F)ccc1N1CCOCC1)c1ccccc1 | i | -12 | -3
83 | N/C(=N\OCc1ccc([N+](=O)[O-])cc1)c1ccncc1 | i | 1 | 24
84 | O=C1CCC(=O)N1CCSC(=S)N1CCSCC1 | i | -2 | 10
85 | CC(=O)Nc1ccc(N2CCCC2)cc1 | i | -19 | 18
86 | C/C(Cn1cnc([N+](=O)[O-])n1)=N\NC(=O)c1ccncc1 | i | -7 | 28
87 | COc1cc(OC)c(NC(=O)/C=C/C(=O)O)cc1Cl | i | -9 | 6
88 | Cc1c(NC(=O)CN2c3ccccc3CC2C)c(=O)n(-c2ccccc2)n1C (centres undefined) | i | -15 | 6
89 | CCCCn1c(/C=C/c2ccco2)nc2ccccc21 | i | -32 | 25
90 | Cc1nc(SCc2ccc(F)cc2)c2oc3ccccc3c2n1 | i | -29 | 2

More entries follow.
no. | SMILES | CHT PAM | OX1R antag-1 | OX1R antag-2
91 | O=C1N=C(N2C=CC(=C3C=CNC=C3)C=C2)/C(=C/N=NC(=O)c2ccccc2)S1 | i | -12 | 80*
92 | CC(=O)C1=C(C)OC(N)=C(C#N)C1c1cc([N+](=O)[O-])ccc1Cl (centres undefined) | i | -1 | 15
93 | COc1ccc(Cl)cc1C(=O)OCC(=O)NCc1cccs1 | nt | -13 | 4
94 | CCC(C)C(=O)Nc1cc(OC)c(OC)cc1C(=O)O (centres undefined) | i | -2 | 8
95 | Cc1ccnc(NC(=O)c2cccc(NC(=O)CC3SC(N4CCCCC4)=NC3=O)c2)c1 (centres undefined) | nt | -37 | 8
96 | COc1ccc(S(=O)(=O)Cc2ccc(C(=O)O)o2)cc1 | i | -1 | 6
97 | COc1ccc(Cl)cc1NC(=O)C(C)OC(=O)Cn1cc(C(F)(F)F)ccc1=O (centres undefined) | nt | -20 | 1
98 | Cc1nc2ccn(Cc3ccccc3)c(=O)c2cc1C(=O)N1CCN(c2ccc(F)cc2)CC1 | i | -33 | -3
99 | CC(C)N(C(=O)CSc1nnc(CN2CCCCCC2=O)n1-c1ccccn1)C(C)C | i | 17 | 4
100 | C=CCN(CC=C)C(=O)C(=O)c1cc(C)n(-c2ccc([N+](=O)[O-])cc2)c1C | i | -3 | 1
101 | CCCOc1ccc(C(=O)Nc2ccc(Cl)cn2)cc1 | i | -14 | 24
102 | COc1ccc(NC(=O)CN2CCN(c3ccccc3)CC2)cc1 | i | -18 | 27
103 | CCCOc1ccc(NC2=CC(=O)CC(C)(C)C2)cc1 | i | -10 | 6
104 | O=C(c1cc(-c2ccc3c(c2)OCO3)on1)N1CCN(c2ccc(F)cc2)CC1 | i | -1 | 6
105 | Clc1ccccc1CSc1snnc1-c1ccccc1 | i | -22 | 3

Compound profiles, from the list above:
Shown for `COc1ccc(C(=O)NCCn2ccc3ccccc32)cc1` : CHT PAM = i; OX1R antag-1 = -7; OX1R antag-2 = 6
Shown for `Cc1nc2ccn(Cc3ccccc3)c(=O)c2cc1C(=O)N1CCN(c2ccc(F)cc2)CC1` : CHT PAM = i; OX1R antag-1 = -33; OX1R antag-2 = -3

Next results
no. | SMILES | CHT PAM | OX1R antag-1 | OX1R antag-2
106 | COc1ccccc1C(=O)Nc1ccc2c(c1)nc(CCNC(=O)c1ccco1)n2C | i | -31 | 1
107 | CC(=O)c1c(C)[nH]c(C(=O)OCC(=O)Nc2cccnc2Cl)c1C | nt | -19 | 7
108 | Cn1c2ccccc2c2cc(C(=O)N3CCN(CCO)CC3)sc21 | i | -6 | 1
109 | COc1ccc(Cc2nnc(SCC(=O)c3cccc([N+](=O)[O-])c3)n2C)cc1 | i | -4 | 16
110 | O=C(Nc1cc(S(=O)(=O)N2CCOCC2)ccc1N1CCOCC1)c1ccc(S(=O)(=O)N2CCCCC2)cc1 | i | -11 | 14
